Screening data: PubChem, National Center for Advancing Translational Sciences (NCATS)
rTrxR1 inhibitor: blocks rat thioredoxin reductase 1; O89049; recombinant rTrxR1, NADPH fluorescence consumption, selenite substrate; Potency, µM (highest dose often 114 µM), for the others: at the top dose activity change, negative = inhibition, usual class: inhibitors; 390,000 tested, 1% active; also: % is scaled to controls: 0 for no effect and ±100 for the full control effect; nearly all actives have a fitted effect of over 65% in size
Target sequence (O89049 whole entry, looked up): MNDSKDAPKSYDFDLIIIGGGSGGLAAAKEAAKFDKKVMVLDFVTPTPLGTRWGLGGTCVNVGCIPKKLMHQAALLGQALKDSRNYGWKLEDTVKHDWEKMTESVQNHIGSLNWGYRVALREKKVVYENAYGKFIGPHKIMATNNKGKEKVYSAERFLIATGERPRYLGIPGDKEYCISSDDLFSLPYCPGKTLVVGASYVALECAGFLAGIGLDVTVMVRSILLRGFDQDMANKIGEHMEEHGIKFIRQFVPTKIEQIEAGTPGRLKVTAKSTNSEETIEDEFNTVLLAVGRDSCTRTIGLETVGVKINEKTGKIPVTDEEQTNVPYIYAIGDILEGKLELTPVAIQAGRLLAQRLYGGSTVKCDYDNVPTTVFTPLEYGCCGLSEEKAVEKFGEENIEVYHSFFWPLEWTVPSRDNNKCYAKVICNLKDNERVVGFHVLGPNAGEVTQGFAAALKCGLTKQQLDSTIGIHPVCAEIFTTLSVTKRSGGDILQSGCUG
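Rat TrxR1 (90 nM in the dispensed reagent) was pre-reduced with 400 uM NADPH for 5 min at room temperature, then incubated with compound for 15 min. After 400 uM selenite was added, NADPH fluorescence (Ex 340/Em 450 nm) was followed for 8 min.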
JMJD2A Tudor inh: blocks the human JMJD2A Tudor domain | AlphaScreen JMJD2A-Tudor / H3K4me3 peptide binding | O75164 | Potency, µM (doses to about 114 µM), inactives show top-dose activity change, negative = inhibition, actives largely listed as inhibitors | 390,000 tested, 4.4% active; also: % is scaled to controls: 0 for no effect and ±100 for the full control effect; nearly all actives have a fitted effect of over 50% in size
ALOX12 inh: ALOX12 (human) lipoxygenase inhibition; purified 12hLO, xylenol orange hydroperoxide absorbance; Potency, µM (highest dose often 108 µM), for the others: at the highest dose activity change, negative = inhibition, hits mostly inhibitors; 580,000 tested, 1.1% active; also: % is scaled to controls: 0 for no effect and ±100 for the full control effect
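Purified human 12hLO (150 nM final) in 25 mM Hepes, 0.01% Triton X-100, pH 7.0 was preincubated 15 min at room temperature with compound. Then 40 uM arachidonic acid was added, 30 min. Hydroperoxide was read by Fe-XO absorbance ratio 573/405 nm.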
ERG Ets-DNA blk: inhibitors of human ERG Ets domain-DNA interaction; P11308; fluorescence polarization, His-ERG Ets domain / labelled DNA; Potency, µM (doses to about 76.9 µM), inactives show at the highest dose FP activity, negative = inhibition, most hits filed as inhibitors; 370,000 tested, 0.028% active; AID 624246; active = well fitted inhibition curve with a large enough effect in the polarisation, with a control signal flat; inconclusive = small, poorly fitted or top-dose-only effect, or effect the other way, or a change in a side signal; inactive = no such curve, though single readings can be large or run the other way; the % refers to the polarisation;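 also: polarization taken with two DNA probes labelled with fluorescein and Texas red; % of control where 0% means no effect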
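His-tagged ERG Ets domain (1 uM in the protein solution; 300mM KCl, 50mM Tris-HCl, 1mM EDTA, 1mM DTT, pH 7.5) received compound, then a probe mix of 5 nM fluorescein-DNA and 100nM Texas-615-DNA. Fluorescence polarization was read for both dyes.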
Tb PGK inh: blocks T. brucei phosphoglycerate kinase; PGK/GAPDH coupled, Kinase-Glo luminescence, 60 min; Potency, µM (series often up to 57.5 µM), inactives show at the highest dose activity change, negative = inhibition, most hits filed as inhibitors; 380,000 tested, 0.043% active; also: % is scaled to controls: 0 for no effect and ±100 for the full control effect; nearly all actives have a fitted effect of over 60% in size
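Luminescent ATP detection (Kinase-Glo Plus) follows a 60-minute room-temperature incubation, with wells lacking PGK as controls. Buffer: 100 mM TEA (pH 7.6), 5 mM MgCl2, 0.01% Tween-20. Coupling enzyme GAPDH (100 nM final) supplies unstable 1,3-BPG in-well.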
Pin1 inhibitor: blocks the human prolyl isomerase Pin1; Potency, µM (series often up to 115 µM), without a hit: at the highest dose activity, negative = inhibition, usual class: inhibitors; Q13526; AID 504891; 390,000 tested, 0.009% active; Pin1 FP peptide displacement, HiFluor488, 10 min; active = well fitted inhibition curve with a large enough effect in the polarisation, with a control signal flat, not every such curve was filed as active; inconclusive = small, poorly fitted or top-dose-only effect, or effect the other way, or a change in a side signal; inactive = no such curve, though single readings can be large or run the other way; the % refers to the polarisation; also: % is scaled to controls: 0 for no effect and ±100 for the full control effect
Target sequence (Q13526 whole entry, looked up): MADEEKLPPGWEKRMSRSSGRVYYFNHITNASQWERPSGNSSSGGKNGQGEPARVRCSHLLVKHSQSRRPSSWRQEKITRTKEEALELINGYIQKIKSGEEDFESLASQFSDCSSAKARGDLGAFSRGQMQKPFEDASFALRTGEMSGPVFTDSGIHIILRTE
GLS inhibitor: inhibitors of human glutaminase (GLS); AID 624170; Potency, µM (doses to about 45.5 µM), for inactives: at the top dose activity change, negative = inhibition, hits mostly inhibitors; O94925; 410,000 tested, 0.21% active; GLS enzymatic activity, qHTS titration; also: % is scaled to controls: 0 for no effect and ±100 for the full control effect
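Glutamate formation by hKGA was monitored fluorometrically using coupled glutamate oxidase, HRP and Amplex Red. Substrate was added as 1 mM L-glutamine solution; incubation was 30 min at RT after an initial read.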
RGS4 inhibitor: blocks human RGS4-accelerated GTP hydrolysis. Transcreener GDP fluorescence polarization, RGS4-accelerated GTP hydrolysis. Potency, µM (highest dose often 114 µM), inactives show at the highest dose activity change, negative = inhibition, usual class: inhibitors. 390,000 tested, 0.039% active. AID 504845; also: % is scaled to controls: 0 for no effect and ±100 for the full control effect; nearly all actives have a fitted effect of over 75% in size; some results filed as inactive show a strong effect at the top dose
Target sequence (P49798 whole entry, looked up): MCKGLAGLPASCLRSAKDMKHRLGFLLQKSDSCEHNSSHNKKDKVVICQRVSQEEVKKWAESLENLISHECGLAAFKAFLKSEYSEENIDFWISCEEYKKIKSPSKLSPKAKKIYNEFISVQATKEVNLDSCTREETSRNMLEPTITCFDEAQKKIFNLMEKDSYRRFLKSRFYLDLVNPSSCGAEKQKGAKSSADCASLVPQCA
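MLSMR compounds (23 nl, pin-transferred) preincubated 10 min at room temperature with a 500nM (2x) first reagent, then RGS4 at 900nM (2x) plus Transcreener GDP mix added; fluorescence polarization (620/688 nm) read before and after 90 min at 30 °C.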
HP1b binding inh: HP1-beta chromodomain-methylated histone interaction inhibition | AlphaScreen HP1-beta / biotin-H3K9me3 peptide binding | Potency, µM (titrated, usually from 114 µM), inactives show at the highest dose activity change, negative = inhibition, most hits filed as inhibitors | 390,000 tested, 0.56% active | AID 540317; also: nearly all actives have a fitted effect of over 70% in size; inactives centre near 23
Target sequence (P83916 whole entry, looked up): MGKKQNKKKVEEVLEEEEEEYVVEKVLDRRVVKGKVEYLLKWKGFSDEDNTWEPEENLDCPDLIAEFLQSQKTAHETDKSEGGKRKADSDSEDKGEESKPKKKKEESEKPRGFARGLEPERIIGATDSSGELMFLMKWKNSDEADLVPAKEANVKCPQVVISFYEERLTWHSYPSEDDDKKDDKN
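Compound inhibition of the preformed complex between 50 nM HP1-beta and 50 nM biotinylated H3K9me3 peptide was read by AlphaScreen. Buffer was PBS pH 7.4 with 0.01% Tween-20. Incubations ran 30 min at room temperature, with 10 ug/mL donor/acceptor beads.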
* hit, by the source's call; i = inactive; ? = inconclusive; nt = not tested or not shown; & = joins results of further samples; [ ] = another dose, or the depositor's remark. Unless noted, calls follow the shape of the dose curve; as a rule, active = well fitted curve in the direction sought with a large enough effect; inconclusive = small, poorly fitted or top-dose-only effect, or another doubt; inactive = no such curve, though single readings can be large; an effect the other way counts as inactive or inconclusive. Potency is read from the fitted curve at half-maximal effect.

SMILES	rTrxR1 inhibitor	JMJD2A Tudor inh	ALOX12 inh	ERG Ets-DNA blk	Tb PGK inh	Pin1 inhibitor	GLS inhibitor	RGS4 inhibitor	HP1b binding inh
O=S(=O)(c1cnc(Cl)c(Cl)c1)N1CCN(c2ncccn2)CC1	20%	-12%	-1%	-6%	-7%	1%	2%	11%	-20%
N#CC1=C(N)NC(SCc2ccccc2)=C(C#N)C12CCCCC2	1%	?	?	1%	-7%	1%	16%	-18%	-5%
CCOC(=O)[C@@H]1[C@H]2COc3ccc(Br)cc3[C@@H]2N2C(=O)N(c3ccc(C)cc3)C(=O)[C@]12C	27%	-24%	1%	-5%	4%	-3%	2%	8%	17%
Cc1cccc(CSc2nc3ccccc3c(=O)n2C)c1	22%	136%[activator]	-4%	-2%	-10%	0%	1%	-16%	186%[activator]
COC(=O)c1ccccc1NC(=O)NC1CCCC1	10%[57.1 µM]	10%	-22%	-6%	0%	0%	-5%	-7%	26%
COc1ccc(CN2C(=O)c3cccnc3C2=O)cc1S(=O)(=O)NCc1ccccc1	48%[activator]	-20%	4%	-17%	-9%	-2%	-1%	14%	20%
CCC1(CC)C(=O)Nc2ccccc21	14%	-7%	6%	-1%	i	-2%	4%	-4%	12%
O=C1C(=C2CCc3ccccc32)Cc2ccccc21	-4%	-7%	?	0%	-9%	33%[activator]	1%	-1%	9%
Cc1c(C(N)=O)c(N)c(C(=O)c2ccccc2)n1-c1ccccc1	16%	-28%	0%	0%	14%	?	32%[activator]	-9%	11%
COc1ccc(-c2cc(C)no2)cc1S(=O)(=O)N1CCN(c2ccc(C(C)=O)cc2)CC1	24%[57.1 µM]	-12%	-10%	-6%	-11%	6%	-27%	-9%	15%
COc1ccc(N2CCN(C(=O)Nc3ccccc3Cl)CC2)cc1	7%[57.1 µM]	-22%&-14%	3%&-19%	-9%&0%	?	1%&-9%	24%&-5%	-11%&-9%	1%&16%
CCC(C)c1ccc(S(=O)(=O)N2CCN(C(C)CC(=O)O)CC2)cc1 (stereo unspecified)	26%[57.1 µM]	3.5µM*	-6%	-6%	i	-5%	3%	-5%	-27%
COc1cccc(NCc2cc(=O)oc3cc(-c4ccccc4)c(O)cc23)c1	6%	-7%	7%	-5%	i	-1%	-10%	-5%	28%
CCCc1cc(=O)oc2c(CNc3ccc(OCC)cc3)c(O)ccc12	?	?	?	-10%	-4%	?	-18%	-20%	5%
CCN1CCN(C(=O)CS(=O)(=O)Cc2nc(-c3cccc(OC)c3)oc2C)CC1	15%	-14%	-7%	21%	-2%	-3%	-12%	-11%	13%
COc1cccc(-c2nc(C#N)c(N3CCN(C(=O)c4ccco4)CC3)o2)c1	140%[activator]	-15%	-4%	2%	6%	3%	6%	0%	1%
N#Cc1ccc(C(=O)Nc2ccc(N3CCN(C(=O)c4ccco4)CC3)cc2)c(F)c1	18%	-23%	-12%	-5%	i	?	9%	-47%	14%
COCCNC(=O)CSc1nnc(NC(=O)C2CC(=O)N(c3ccccc3OC)C2)s1 (stereo unspecified)	-21%	-14%	-5%	-8%	-11%	0%	0%	-32%	33%
CC1(C)Cc2nc3sc(C(N)=O)c(N)c3cc2CO1	14%	4%[11.4 µM]	3%	-3%	7%	0%	2%	-1%[11.4 µM]	-9%
O=S(=O)(c1ccc(Br)cc1)c1nnn2c1nc(NCc1cccs1)c1sccc12	33%	-31%	0%	9%	i	36%[activator]	?	-28%	17%
CCC(Sc1nc(N)cc(=O)[nH]1)C(=O)Nc1cc(C)on1 (stereo unspecified)	25%[57.1 µM]	-13%	-14%	13%	-2%	1%	1%	1%	10%
COc1ccccc1N1CCN(C2CCCN(Cc3c(F)cccc3F)C2)CC1 (stereo unspecified)	28%	-14%	0%	15%	-4%	-1%	-3%	14%	24%
O=[N+]([O-])c1ccc(N2CCCCC2)cc1NCCOc1ccccc1	1%	-10%	-10%	-4%	-3%	29%	-7%	?	?
O=C1COc2ccc(C(=O)CSc3nnnn3-c3ccccc3)cc2N1	8%[57.1 µM]	-6%	?	-6%	-1%	22%	0%	23%	21%
COc1ccc(NC(=O)COc2cccc(-n3cnnn3)c2)cc1	11%	-11%	?	-3%	5%	-11%	1%	22%	10%

Laid out differently: entries from further up.
Screens in order – rTrxR1 inhibitor | JMJD2A Tudor inh | ALOX12 inh | ERG Ets-DNA blk | Tb PGK inh | Pin1 inhibitor | GLS inhibitor | RGS4 inhibitor | HP1b binding inh
CCC(Sc1nc(N)cc(=O)[nH]1)C(=O)Nc1cc(C)on1 (stereo unspecified)
    25%[57.1 µM] | -13% | -14% | 13% | -2% | 1% | 1% | 1% | 10%
COc1ccccc1N1CCN(C2CCCN(Cc3c(F)cccc3F)C2)CC1 (stereo unspecified)
    28% | -14% | 0% | 15% | -4% | -1% | -3% | 14% | 24%

Carrying on.
SMILES	rTrxR1 inhibitor	JMJD2A Tudor inh	ALOX12 inh	ERG Ets-DNA blk	Tb PGK inh	Pin1 inhibitor	GLS inhibitor	RGS4 inhibitor	HP1b binding inh
O=C(NC(Cc1ccc(O)cc1)C(=O)O)/C(=C/c1ccccc1)NC(=O)c1ccccc1 (stereo unspecified)	8%	-4%	-10%	7%	-4%	-18%	1%	-29%	47%[activator]
Cc1cc(NC(=O)C2CCCN(S(=O)(=O)c3cn(C)cn3)C2)ccc1Br (stereo unspecified)	-11%[57.1 µM]	3%	-24%	0%	13%	-2%	5%	0%	26%
Cc1cc(C(=O)CSc2n[nH]c(N)n2)c(C)n1-c1cccc(F)c1	19%	?	-9%	nt	-1%[11.5 µM]	-8%	14%	-9%	-19%
COc1ccc(CCNC(=O)c2nn(C)c3c2CS(=O)(=O)c2ccccc2-3)cc1OC	-7%	-17%	?	-1%	-7%	-1%	1%	-41%	31%[activator]
CC(=O)c1cnc2n(c1=O)CCS2	39%[activator]	-10%	2%	-3%	-6%	0%	5%	18%	9%
COc1ccccc1C(=O)NC(=O)COC(=O)Cn1cnc2c1c(=O)n(C)c(=O)n2C	4%[57.1 µM]	-7%	14%	-12%	7%	-1%	4%	11%	13%
COc1cc(-c2nc(C(N)=O)c3c(n2)n(-c2cccc(C)c2)c(=O)n3C)cc(OC)c1OC	10%[57.1 µM]	6%	-5%	0%	1%	-2%	6%	-11%	29%[57 µM]
COc1ccccc1C1CC(c2ccco2)=NN1c1ccccc1 (stereo unspecified)	?	11%	-24%	9%	i	30%	14%	-21%	-1%
Oc1c(Br)cc(/C=N/n2c(-c3ccccc3)n[nH]c2=S)cc1Br	-13%[57.1 µM]	3.2µM*	22µM*	6%	-4%	-8%	-48%	?	5%
CCOc1ccc(CNC(=O)CCCn2c(=O)c3cccn3c3ccccc32)cc1	32%	?	-12%	4%	-15%	9%	-12%	20%	-17%
CCN1CCc2c(OCC(=O)N3CCCc4ccccc43)cccc2C1=O	26%[57.1 µM]	-12%	-3%	2%	-1%	-3%	-7%	-23%	5%
CCCCn1nnnc1SCC(=O)c1ccc(C)c(C)c1	-12%	44%[activator]	?	3%	-1%	0%	2%	-34%	128%
COCCC(=O)N1CCC(Oc2ccc(C(=O)N(C)C(C)c3ccon3)cc2)CC1 (stereo unspecified)	17%[57.1 µM]	?	-15%	21%	9%	-6%	6%	-43%[56.9 µM]	-5%
COc1cc2c3c(n(C)c(=O)c2cc1OC)-c1cc2c(cc1C3=O)OCO2	6%[11.4 µM]	-6%	nt	12%	-6%	?	-12%	-3%	19%
CN1C(=O)C(C)(C)c2cc(S(=O)(=O)NCc3ccc(C(=O)NCc4ccco4)cc3)ccc21	18%	-12%	20%	9%	-7%	1%	-7%	6%	4%
Cc1ccc2cc(C=O)c(N(C)C)nc2c1	-18%	1%	-13%	nt	-1%	4%	3%	11%	25%
CC(=O)c1ccc(NC(=O)CSc2ccc(-c3sc(C)nc3C)nn2)cc1	4%	-5%	nt	11%	-2%	6%	-13%	-18%	17%
O=C(NC1=NCCS1)c1ccccc1F	12%	-15%	-8%	0%	-3%	-1%	6%	-2%	-2%
COCCNC(=O)C(c1ccc(C)cc1)N(C(=O)C(=O)NC1CCCC1)c1ccc2c(c1)OCCO2 (stereo unspecified)	0%	2%	11%	11%	-1%	4%	-7%	-1%	58%[activator]

Structures from the list above that have an aryl thioether with sulfur outside any ring:
SMILES	rTrxR1 inhibitor	JMJD2A Tudor inh	ALOX12 inh	ERG Ets-DNA blk	Tb PGK inh	Pin1 inhibitor	GLS inhibitor	RGS4 inhibitor	HP1b binding inh
Cc1cccc(CSc2nc3ccccc3c(=O)n2C)c1	22%	136%[activator]	-4%	-2%	-10%	0%	1%	-16%	186%[activator]
COCCNC(=O)CSc1nnc(NC(=O)C2CC(=O)N(c3ccccc3OC)C2)s1 (stereo unspecified)	-21%	-14%	-5%	-8%	-11%	0%	0%	-32%	33%
CCC(Sc1nc(N)cc(=O)[nH]1)C(=O)Nc1cc(C)on1 (stereo unspecified)	25%[57.1 µM]	-13%	-14%	13%	-2%	1%	1%	1%	10%
O=C1COc2ccc(C(=O)CSc3nnnn3-c3ccccc3)cc2N1	8%[57.1 µM]	-6%	?	-6%	-1%	22%	0%	23%	21%
Cc1cc(C(=O)CSc2n[nH]c(N)n2)c(C)n1-c1cccc(F)c1	19%	?	-9%	nt	-1%[11.5 µM]	-8%	14%	-9%	-19%
CCCCn1nnnc1SCC(=O)c1ccc(C)c(C)c1	-12%	44%[activator]	?	3%	-1%	0%	2%	-34%	128%
CC(=O)c1ccc(NC(=O)CSc2ccc(-c3sc(C)nc3C)nn2)cc1	4%	-5%	nt	11%	-2%	6%	-13%	-18%	17%

Not all compounds are listed; count on the stated rates, not on these rows.
